N370S GC mod – N370S glucocerebrosidase modulation, Gaucher chaperone candidate; P04062; Potency, µM (titrated, usually from 59.4 µM), for inactives: top-dose activity change, negative = inhibition, actives largely listed as inhibitors; 0.092% of 330,000 active; N370S GC spleen homogenate, 4MU-glucoside fluorescence;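 further: 0% = full enzyme activity and -100% = no enzyme basal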
FEN1 inh – blocks human flap endonuclease 1; Potency, µM (doses to about 114 µM), without a hit: top-dose activity change, negative = inhibition, actives largely listed as inhibitors; 0.35% of 390,000 active; Recombinant FEN1 flap cleavage, fluorescence, 15 min; AID 588795; P39748; further: nearly all actives have a fitted effect of over 65% in size
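In this screen, 50 nM flap DNA substrate was added to 10 nM FEN1 pretreated with compound for 15 min at room temperature; cleavage was followed with reads at 0 and 15 min, and Hill fitting gave concentration–response parameters.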
GCN5L2 inh – blocks human GCN5L2 histone acetyltransferase; Q92830; GCN5L2 HAT assay, ThioGlo1 CoA-SH fluorescence; Potency, µM (series often up to 58.9 µM), without a hit: top-dose activity change, negative = inhibition, hits mostly inhibitors; 0.21% of 390,000 active; AID 504327
Target sequence (Q92830 whole entry, looked up): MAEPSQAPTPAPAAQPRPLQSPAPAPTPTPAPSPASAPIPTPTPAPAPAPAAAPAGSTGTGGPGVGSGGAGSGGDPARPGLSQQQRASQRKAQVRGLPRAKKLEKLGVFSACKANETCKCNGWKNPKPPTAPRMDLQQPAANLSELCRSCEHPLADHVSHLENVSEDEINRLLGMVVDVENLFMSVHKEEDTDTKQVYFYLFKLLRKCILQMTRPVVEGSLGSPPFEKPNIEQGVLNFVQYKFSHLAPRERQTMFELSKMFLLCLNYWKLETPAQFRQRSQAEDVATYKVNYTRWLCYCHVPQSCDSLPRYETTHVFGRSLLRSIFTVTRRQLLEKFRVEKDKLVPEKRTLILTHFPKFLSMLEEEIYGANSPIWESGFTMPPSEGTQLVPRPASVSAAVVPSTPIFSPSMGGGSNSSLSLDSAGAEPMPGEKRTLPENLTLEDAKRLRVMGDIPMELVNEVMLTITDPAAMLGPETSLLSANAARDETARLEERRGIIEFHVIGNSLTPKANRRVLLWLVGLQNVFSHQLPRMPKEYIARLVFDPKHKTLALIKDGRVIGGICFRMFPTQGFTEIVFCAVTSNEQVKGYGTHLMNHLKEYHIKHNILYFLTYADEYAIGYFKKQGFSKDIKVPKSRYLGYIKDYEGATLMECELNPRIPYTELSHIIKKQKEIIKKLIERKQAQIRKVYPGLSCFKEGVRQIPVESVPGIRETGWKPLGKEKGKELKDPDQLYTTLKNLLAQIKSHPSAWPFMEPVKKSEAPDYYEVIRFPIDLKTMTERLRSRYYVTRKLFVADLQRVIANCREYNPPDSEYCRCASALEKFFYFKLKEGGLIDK
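Compounds, pin-transferred from DMSO stocks, meet 20nM GCN5L2 for 15 min before the reaction begins with H3(1-25) peptide (75uM) and acetyl-CoA (70uM). Thiol-reactive ThioGlo1 reports CoA release over 20 min at room temperature.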
* = called active by the depositor; ? = inconclusive; . = not tested or not shown; & = joins results of further samples; [ ] = another dose, or the depositor's remark. The call rests on the fitted dose curve; in most records, active means well fitted curve in the direction sought with a large enough effect; inconclusive means small, poorly fitted or top-dose-only effect, or another doubt; inactive means no such curve, though single readings can be large; an effect the other way counts as inactive or inconclusive. Unless noted, on the % scale 0 is the no-effect control and ±100 the full control effect; potency means the concentration at half of the fitted maximal effect. Some of the compounds tested. The share of hits here may be higher or lower than overall.

SMILES	N370S GC mod	FEN1 inh	GCN5L2 inh
CN(C)C(=O)Oc1cc(OC(=O)N(C)C)cc(C(O)CNC(C)(C)C)c1 (configuration not stated)	-3%&-4%&-5%	0%&-6%	4%&-20%&2%
COc1ccc(CCN(C)Cc2ccc(F)cc2F)cc1OC	-6%	-5%	-8%
COc1ccc2ccccc2c1CNCCc1ccccc1	-30%	-14%	-1%
CN1C(=O)C(=Cc2c(OCc3cnc(Cl)s3)ccc3ccccc23)C(=O)N(C)C1=O	16%	?	-15%
O=C(COc1ccccc1[N+](=O)[O-])N1CCN(CCc2ccncc2)CC1	.	25%	-14%
CC1(C)C2CC=C(CN3CCC(O)CC3)C1C2 (configuration not stated)	-5%	-3%	1%
Fc1ccc(CCNCc2ccc(Br)cc2)cc1	-4%	-1%	-1%
CCC(=NCC1CCCO1)c1c(O)n(-c2ccc(OC)cc2)c(=O)[nH]c1=O (configuration not stated)	4%	17%	-1%
Cc1cccc(NC(=O)CN2CCN(C(=O)COc3cccc(Br)c3)CC2)c1C	.	-6%	-7%
CCc1ccc(N2C(=O)NC(=O)C(CCc3ccncc3)(CCc3ccncc3)C2=O)cc1	-4%	9%	-8%
CO[C@H]1[C@@H](O)[C@@H](C)O[C@H](O[C@H]2[C@H](Oc3cccc4c(O)c5c(=O)oc6ccc(C)c7c(=O)oc(c34)c5c67)O[C@H](C)[C@H](O)[C@@H]2O)[C@@H]1O	-3%	10µM*	.
C/C=C/c1ccc2c(c1)OCO2	5%&2%&-5%	-5%&-5%	-3%&-10%&-3%
CC(=O)O[C@@]12CO[C@@H]1C[C@H](O)[C@@]1(C)C(=O)[C@H](O)C3=C(C)[C@@H](O)C[C@@](O)([C@@H](OC(=O)c4ccccc4)C12)C3(C)C (some centres not stated)	1%	-1%	-3%
Cc1cccc(-n2c(C)nc3cc(C(=O)N4CCC5(CC4)OCCO5)ccc32)c1	-21%	7%	-4%
CC(C)c1ccc(NC(=O)CN2C(=O)CN=C(c3ccccc3)c3ccccc32)cc1	.	1%	-1%
O=C(Nc1ccccc1-c1ccc(Cl)cc1)c1cccnc1Cl	2%	.	6%
CNC[C@H](O)c1ccc(O)c(OC)c1	12%[21.6 µM]	.	10%[21.4 µM]
CC(C)c1ccc(C2N3CCCN23)cc1 (configuration not stated)	-2%	0%	2%
O=C1NC(=O)c2c1c1c3ccccc3n3c1c1c2c2ccccc2n1C1CCC3O1	-2%	.	-30%
Cc1ccc(-c2cn3c(=S)[nH]nc3s2)cc1	-7%	2%	14µM*

The final 4 compounds of the section before lead into the next:
SMILES	N370S GC mod	FEN1 inh	GCN5L2 inh
CNC[C@H](O)c1ccc(O)c(OC)c1	12%[21.6 µM]	.	10%[21.4 µM]
CC(C)c1ccc(C2N3CCCN23)cc1 (configuration not stated)	-2%	0%	2%
O=C1NC(=O)c2c1c1c3ccccc3n3c1c1c2c2ccccc2n1C1CCC3O1	-2%	.	-30%
Cc1ccc(-c2cn3c(=S)[nH]nc3s2)cc1	-7%	2%	14µM*
CC1CN(c2ccccc2)NC1=O (configuration not stated)	?	-1%	11%
Cc1c(Oc2cc(NN3CCCCC3)c([N+](=O)[O-])cc2[N+](=O)[O-])cccc1[N+](=O)[O-]	-6%	-12%	-4%
CCC(=NCC1CCCO1)c1c(O)[nH]c(=O)[nH]c1=O (configuration not stated)	8%	5%	-10%
Cc1ccc2nc(SCC(=O)N/N=C/c3ccco3)cc(C)c2c1	?	-1%	-10%
CCOC(=O)C1=C(C)OC(N)=C(C(=O)OCC)[C@@]12C(=O)N(CC(N)=O)c1ccccc12	6%	3%	2%
COC(=O)C1=C(c2ccc(-c3ccccc3)c(F)c2)C[C@@H]2CC[C@H]1N2C(=O)NCc1ccc(F)cc1	.	-23%	-8%
CCCCCc1cc(O)c2c(c1)OC(C)(C)[C@@H]1CCC(C(=O)O)=C[C@H]21	-7%&1%	.	?
Cc1cccc(N2CCN(Cc3ccc4c(c3)OCO4)CC2)c1C	-2%	-1%	0%
O=C(c1ccccc1F)N1C[C@H]2C[C@@H](C1)c1cccc(=O)n1C2	-6%	15%	-5%
O=c1c2ccccc2nc(/C=C/c2ccccc2O)n1-c1ccccc1O	1%	.	1%
Oc1ccc2[nH]cc(CCCCN3CC=C(c4ccccc4)CC3)c2c1	-24%	.	-2%
CC1(C)CC(=O)c2cc(OCC(=O)N3CCN(Cc4ccccc4)CC3)ccc2O1	4%	3%	4%
CC(C)(O)[C@@H]1[C@H]2OC(=O)[C@@H]1[C@]1(O)C[C@H]3O[C@]34C(=O)O[C@H]2[C@@]14C (tested in a mixture with another compound)	3%	.	-28%
Cc1ccc2c(c1)CCCN2N=O	-2%	10%	0%
CCc1ccccc1NC(=O)c1cccn(Cc2ccccc2F)c1=O	.	18%	-7%
Cc1cccc(-n2c(/C=C/c3ccccc3O)nc3ccccc3c2=O)c1	.	-1%	0%
Clc1ccc2c(N3CCNCC3)ccnc2c1	2%	-9%	.
CN(CCc1nnc(N)s1)[N+](=O)[O-]	-1%	-5%	1%
CCOC(=O)C(O)(c1ccc(NC(=O)NC)cc1)C(F)(F)F (configuration not stated)	7%	1%	-5%
CCC1(C)CC(=O)NC(=O)C1	7%[21.6 µM]	.	0%[21.4 µM]
CN(CCCC(=O)c1cccnc1)N=O	-5%	.	0%
Cc1cc(OC(=O)N(C)C)nc(-c2ccc(C)c(Cl)c2)n1	4%	-8%	-13%
O=P(O)(O)Cc1ccccc1OP(=O)(c1ccccc1)c1ccccc1	1%	-3%	-4%
NC(Cc1nc2ccccc2[nH]1)c1ccc(Cl)cc1 (configuration not stated)	-3%	0%	-3%
COc1ccccc1OCC#CCN1CCCC1	5%	-4%	-7%
Cc1ccc(N2C(=O)NC(=O)C(CCc3ccccn3)(Cc3cccc(Cl)c3Cl)C2=O)cc1 (configuration not stated)	0%	0%	-3%
O=c1[nH]c(=O)n(-c2ccc(F)cc2)c(O)c1C=NCCN1CCCCC1	0%	15%	0%
C/C(=N\Nc1ccccc1)c1c(O)n(Cc2ccccc2)c(=O)[nH]c1=O	14%	2%	-14%
CCCCc1nc(N2CCNCC2)c(C#N)c2c1CSC(C)(C)C2	?	3%	-1%
O=c1cc(CN2CCNCC2)nc2sccn12	-4%	-7%	-1%
Cc1cc(OCC(=O)N[C@H](C(=O)O)c2ccccc2)c2c3c(c(=O)oc2c1)CCC3	-16%	-12%	?
COc1cc(CNCCc2c[nH]c3ccccc23)cc(OC)c1	?	0%	-3%
O=C(Nc1ccc(F)c([N+](=O)[O-])c1)N1C[C@H]2C[C@@H](C1)c1cccc(=O)n1C2	1%	-2%	-10%
O=C(CN1CC=C(c2ccccc2)CC1)Nc1cc(Cl)ccc1Cl	-6%	7%	-6%
N[C@H](CCCCCP(=O)(O)O)C(=O)O	1%&-2%&0%	.	-9%
CC(C)(C)c1ccc(/C=C2\Oc3cc(OC(=O)N4CCOCC4)ccc3C2=O)cc1	5%	?	1%
CCCNC(=O)N1[C@H]2CC[C@@H]1C(C(=O)OC)=C(c1c(C)noc1C)C2	.	-5%	-4%
Cc1ccc2c(c1)C1CN(C)CCC1N2C(=O)c1cccnc1Cl (configuration not stated)	3%	4%	10%
CCCCn1c(O)c(C(C)=Nc2ccc(C(=O)O)cc2)c(=O)[nH]c1=O	4%	-9%	-1%
CCCOC(=O)c1c(N)n(Cc2cccs2)c2nc3ccccc3nc12	.	0%	-18%
CC(C)(C)C(=O)OC[N+](C)(C)CCOC(=O)C(O)(c1ccccc1)C1CCCC1 (configuration not stated)	-1%	5%	11%
CC(C)[C@@]1(NC(=O)[C@@H]2C=C3c4cccc5[nH]cc(c45)C[C@H]3N(C)C2)O[C@@]2(O)[C@@H]3CCCN3C(=O)[C@H](Cc3ccccc3)N2C1=O	?	.	-8%
CN1CCc2cc(Cl)c(O)cc2[C@H]2c3ccccc3CC[C@@H]21	-7%	.	-6%
Cc1ccccc1C1=NCC(=O)N(CC(=O)NCc2ccco2)c2sc3c(c21)CCCC3	7%	-10%	-7%
CCOP(=O)(Cc1ccc(C(=O)CC)o1)OCC	10%	-1%	-3%
C[C@@H]1O[C@@H](O[C@@H]2C=C3CC[C@@H]4C(CC[C@]5(C)[C@@H](c6ccc(=O)oc6)CC[C@]45O)[C@@]3(C)CC2)[C@H](O)[C@H](O)[C@H]1O (some centres not stated)	.	11%	-1%
CC(C)CS(=O)(=O)C1=NN2C(=N)/C(=C\c3ccc(OC(=O)c4ccco4)cc3)C(=O)N=C2S1	?	-9%	?
C=Cn1ccnc1P(=S)(c1ccccc1)c1nccn1C=C	5%	3%	-1%
COc1ccc(Oc2c(C)oc3cc(OC(=O)N(C)C)ccc3c2=O)cc1	-5%	-2%	-10%
Oc1ccccc1-[n+]1c(-c2ccccc2)cc(-c2ccccc2)c(O)c1-c1ccccc1	-4%	?	-20%
COc1cccc2c1C13CC[N+]4(CC5CC5)CO[C@]1(CCC(=O)C3)C4C2	3%	.	5%
O=C(O)c1c[nH]c2ccc(S(=O)(=O)N(CCCl)CCCl)cc12	-11%	-4%	-1%
CC(C)(C)NC[C@H](O)c1cc(Cl)c(N)c(Cl)c1	2%[21.6 µM]	.	7%[21.4 µM]
c1ccc(CCNCc2cccnc2)cc1	-20%	-1%	-17%
O=c1[nH]c(=O)n(CCc2ccccc2)c(O)c1C=NCCN1CCNCC1	?	24%	0%
Cc1cc(OCC(=O)N2CCN(CCc3ccncc3)CC2)ccc1Cl	.	-7%	-4%
CC(C)C[C@H](NC(=O)[C@H](Cc1ccccc1)NC(=O)CNC(=O)[C@H](CO)NC(=O)[C@@H](N)Cc1ccc(O)cc1)C(=O)N[C@H](C(=O)O)[C@H](C)O	9%	.	6%
C=CCN1CC[C@]23c4c5ccc(O)c4O[C@H]2/C(=N/NC(=O)c2ccccc2)CC[C@@]3(O)[C@H]1C5	3%&-1%	-2%	-17%
O=C1/C(=C\c2ccccc2)C2OCC=C3CN4CCC56c7ccccc7N1C5C2C3CC46 (configuration not stated)	-2%	-15%	-3%
O=[N+]([O-])c1cc([As](=O)(O)c2ccc(O)c([N+](=O)[O-])c2)ccc1O	-16%	7%	-4%

Three compounds from above, sorted by formula weight, smallest number first.
SMILES	N370S GC mod	FEN1 inh	GCN5L2 inh
C=Cn1ccnc1P(=S)(c1ccccc1)c1nccn1C=C	5%	3%	-1%
COc1cccc2c1C13CC[N+]4(CC5CC5)CO[C@]1(CCC(=O)C3)C4C2	3%	.	5%
CC(C)CS(=O)(=O)C1=NN2C(=N)/C(=C\c3ccc(OC(=O)c4ccco4)cc3)C(=O)N=C2S1	?	-9%	?

Carrying on:
SMILES	N370S GC mod	FEN1 inh	GCN5L2 inh
CCN(CC)C(=O)c1ccc(NC(=O)CCn2nc(-c3ccc(Cl)cc3)c3ccccc3c2=O)cc1	.	-17%	-7%
O=c1[nH]c(=S)n(CCC2=CCCCC2)c(O)c1C=NCCCn1ccnc1	-1%	-7%	0%
CN1C2CCC1C(COC(=O)c1ccccc1)C(O)C2 (configuration not stated)	1%	-9%	0%
CN1CC=C2C(C#N)=C(N)C(C#N)(C#N)C(c3ccncc3)C2C1 (configuration not stated)	7%	-2%	-25%
CCc1ccc(CN2CCCC(C(=O)c3sccc3C)C2)o1 (configuration not stated)	1%	12%	1%
N#CC1=C(N)Oc2c(c(=O)sc3ccccc23)C1c1cccnc1 (configuration not stated)	-15%	-6%	-5%
CCN(CC)C(=O)c1ccc(NC(=O)c2cc(-n3cnnc3)ccc2Cl)cc1	4%	-12%	-3%
Cc1cc(OC(=O)c2cccs2)c2c3c(c(=O)oc2c1)CCCC3	?	-5%	-3%
CC1=C[C@H]2[C@]3(O)C(C=C(CO)C[C@]2(O)C1=O)[C@@H]1C(C)(C)[C@]1(O)[C@H](O)[C@H]3C (some centres not stated)	-16%	.	-6%
CC1CC(OC(=O)c2ccccc2)(c2ccccc2)C(C)CN1C (configuration not stated)	9%	-2%	-21%
C[C@]12CC[C@H](O)CC1=CCC1C2CC[C@]2(C)C(=O)[C@H](Br)CC12 (some centres not stated)	.	2%	-4%
C[C@H]1CC[C@@H]2[C@@H](C)[C@H]3[C@H](C[C@H]4[C@@H]5CC=C6C[C@@H](O[C@@H]7O[C@H](CO)[C@H](O)[C@H](O[C@@H]8O[C@H](CO)[C@@H](O)[C@H](O)[C@H]8O)[C@H]7O[C@@H]7O[C@@H](C)[C@H](O)[C@@H](O)[C@H]7O)CC[C@]6(C)[C@H]5CC[C@]34C)N2C1	-5%	?	-2%
CC(C)c1ccc(OCC(=O)N2CCCN(C)CC2)cc1	0%	12%	-26%

Just GCN5L2 inh and N370S GC mod, for some of the entries so far:
SMILES	GCN5L2 inh	N370S GC mod
CCc1ccccc1NC(=O)c1cccn(Cc2ccccc2F)c1=O	-7%	.
Cc1cccc(-n2c(/C=C/c3ccccc3O)nc3ccccc3c2=O)c1	0%	.
Clc1ccc2c(N3CCNCC3)ccnc2c1	.	2%
CN(CCc1nnc(N)s1)[N+](=O)[O-]	1%	-1%

Source: PubChem BioAssay
